# KDM5B inhibitor – blocks human KDM5B histone demethylase activity. actives 2.6% (n = 220,000). Q9UGL1. Potency, µM (titrated, usually from 57.7 µM), without a hit: top-dose activity change, negative = inhibition, actives largely listed as inhibitors. KDM5B demethylase, FDH-coupled NADH fluorescence (FDH is formaldehyde dehydrogenase). AID 1347165; active = well fitted inhibition curve with a large enough effect; inconclusive = small, poorly fitted or top-dose-only effect; inactive = no such curve, though single readings can be large or run the other way; also: 0% is about no effect; nearly all actives have a fitted effect of over 70% in size
#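 qHTS format, multiple compound concentrations. Buffer 50 mM HEPES pH 7.5/0.01% Tween-20; 200 nM KDM5BΔAP final; 10 min compound preincubation; substrate-mix levels 12.5 µM peptide, 25 µM α-KG, 0.25 mM NAD⁺; 30 min RT; ΔRFU.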
# Starred values were filed as active, the others as inactive; ? = inconclusive; & = joins results of further samples; [ ] = another dose, or the depositor's remark. Potency is read from the fitted curve at half-maximal effect. Only part of the results is shown; rates above refer to the full screens.
# Start of the data: the first two records, ahead of the listing:
KDM5B inhibitor,molecule
7%,COC1CCN(CC2CCCCCN2C(=O)NCc2ccc(F)cc2)CC1 (stereo not given)
13%,O=C(c1ccc(Br)s1)N(Cc1cccnc1)c1nc2c(F)cccc2s1

# The listing, from the first entry:
KDM5B inhibitor,molecule
7%,COC1CCN(CC2CCCCCN2C(=O)NCc2ccc(F)cc2)CC1 (stereo not given)
13%,O=C(c1ccc(Br)s1)N(Cc1cccnc1)c1nc2c(F)cccc2s1
36%[activator],O=C1CC(c2ccccc2)c2cccc(F)c21 (stereo not given)
9%,CCC1=Nc2cc(C(=O)NC3CCCC3)ccc2Sc2ccc(Br)cc21
-19%,CCc1ccc(CN2CCC([C@@H]3CNC[C@H]3CO)CC2)cc1
19%,CSc1nc(=O)c2c(n1C)NC(=O)CC2c1cc(C)ccc1C (stereo not given)
16%,CCCCOc1ccc(/C=C/C(=O)c2ccc(Br)cc2)cc1
-41%,COc1ccc(C)cc1S(=O)(=O)N1CCN(c2cccc(Cl)c2)CC1
19%,O=C(NCC(=O)N1CCN(CC(=O)N2CCOCC2)CC1)c1ccc(N2CCCC2=O)cc1
?,COc1ccc(CNC(=O)c2cc(C)nc3ccccc23)cc1OC
-8%,Cc1ccc2[nH]cc(CCNC(=O)c3ccccc3)c2c1
?,COC(=O)C1=C(C)N(c2ccc(OC)cc2)C(C)=C(C(=O)OC)C1c1ccccc1
19%,CCCCCn1nc(C(=O)Nc2nc3ccccc3[nH]2)c2ccccc2c1=O
?,COCc1cc(CNC(=O)CC2C(=O)NCCN2Cc2ccccc2)[nH]n1 (stereo not given)
89%[activator],COc1cc(OC)c2c(C)c(CC(=O)Nc3cccc(C(C)=O)c3)c(=O)oc2c1
-1%,Cc1ccc(NC(=O)CCC2CCCC2)c(C)c1
6%,O=C(OCC(=O)N1CCC(c2ccccc2)=N1)c1cc2c(s1)CCC2
13%,O=C(CSc1nnc(-c2cccs2)n1-c1ccccc1)Nc1ccc(Cl)cn1
-3%,CC(=O)N1CCC(N2CCOc3ccc(C(=O)NCc4ccccc4F)cc3C2)CC1
28µM*,O=C(O)CCCC(=O)N[C@H]1CO[C@H]2[C@@H]1OC[C@@H]2Nc1nccc(-c2ccc3c(c2)OCO3)n1
?,Cc1ccc2nc(COc3cccc(NC(=O)COc4ccc(F)cc4)c3)cc(=O)n2c1
25%[115 µM],O=C(NCCc1ccc(Cl)cc1)C1CCc2nnc(C3CCN(C(=O)Nc4ccc(Cl)cc4)CC3)n21 (stereo not given)
-5%,CCCCn1cc(S(=O)(=O)c2ccc(C)c(C)c2)c(=O)c2cc(F)c(N(CC)CC)cc21
-3%,CC(=O)N1C[C@@H](Oc2ccccc2)C[C@@H]1C(=O)N1CCOCC1
20%,CCN1CCN(Cc2ccccc2CNCc2cccc(C#N)c2)CC1
-7%,Cc1ccccc1-c1nc(CSCC(=O)NCc2cccs2)c(C)o1
?,Cc1ccc(NC(=O)C(=O)NCc2ccco2)cc1
15%,CCCCNC(=O)CCn1c(=O)c2ccccc2n(Cc2ccccc2C#N)c1=O
-26%,Cc1ccccc1NC(=O)Cn1c(=O)n(-c2ccccc2)c(=O)c2c1cc(C)n2C
5%,COc1ccccc1NS(=O)(=O)c1cc(C(=O)N2CCc3sccc3C2)ccc1C
2%[115 µM],CC(C)C(=O)N1Cc2ccccc2CC2(CCN(Cc3ccc(O)cc3)CC2)C1
-8%,CCn1cnc2c1c(=O)n(CC(=O)Nc1c(C)cc(C)cc1C)c(=O)n2Cc1ccccc1
-12%,CCOC(=O)c1noc2ncnc(Nc3cc(Cl)c(OC)cc3OC)c12
?,CCC(C)NC(=O)Cc1csc2nc(C)c(-c3cc(C)n(-c4cc(Cl)ccc4C)n3)c(=O)n12 (stereo not given)
-8%,CCCNc1c(NC(=O)c2ccco2)c(=O)oc2ccccc12
?,Cc1ccc(-c2nc3nc(C)cc(Nc4ccccc4O)n3n2)cc1
?,N#Cc1ccc(OC(=O)c2cc(-c3ccc4c(c3)OCCO4)on2)cc1
-6%,COc1cccc(-c2cc(C3CCN(C(=O)c4ccccc4Br)CC3)[nH]n2)c1
5%,Cc1cc(C)c2c(=O)n(CC(=O)N3CCCC(C)C3)c(=O)n(-c3ccccc3)c2n1 (stereo not given)
?,Nc1nnc(-c2cccc(F)c2)s1
?,CCn1cc(CN2CCCC23CCN(c2cc(C)nc4ccccc24)CC3)c(C)n1
19%,CC(=O)N[C@@H](Cc1c[nH]c2ccccc12)C(=O)NC1CCCCCC1
-15%,CN(c1ccccc1)S(=O)(=O)C1CCS(=O)(=O)C1 (stereo not given)
?,COc1ccccc1/C=C/C(=O)OCCN(C)C
?,CN1CC(=O)N(C2CCCNCC2)Cc2c(NCCCN3CCCCC3)ncnc21 (stereo not given)
22µM*,CCNC(=O)CC1COCCN1C(=O)c1csc(-c2cccs2)n1 (stereo not given)
12%,CCC(=O)N1CCC(Cc2ncc(C)n2C2CC2)C1 (stereo not given)
-16%,COc1cccc(-c2noc(C3CC(=O)N(c4ccc(F)cc4)C3)n2)c1OC (stereo not given)
-3%,CC(C)(CO)NC(=O)C(C)(C)Oc1ccc(Cl)cc1
-22%,NC(=O)c1ccc(-c2ccccc2)cc1C(N)=O
13%,COc1cc(-c2nc(-c3ccc4c(c3)[nH]c(=O)n4C)no2)cc(OC)c1OC
?,CCc1nnc(SC(CC)C(=O)Nc2cccc(OC)c2)c2cc3oc(C)cc3n12 (stereo not given)
-24%,CC(Oc1ccc(F)cc1)C(=O)Nc1nc(-c2ccc(F)cc2)ns1 (stereo not given)
?,O=c1[nH]n(CCO)c(=O)c2cccnc12
0%,CCOC(=O)N1CCN(Cc2nc3c(c(=O)n(C)c(=O)n3C)n2Cc2cccc(Cl)c2)CC1
?,COc1cc(NC(=O)c2cc(Cl)ccc2Cl)ccc1NC(=O)c1cc2ccccc2o1
-10%,COc1ccc(F)c(CN2CCCC(O)(CN3CCCNCC3)C2=O)c1 (stereo not given)
13%,CC(Sc1ncnc2ccccc12)C(=O)NC(N)=O (stereo not given)
12%,CC(C)C(CNC(=O)c1cc(=O)c2ccccc2o1)N1CCOCC1 (stereo not given)
-14%,CC1CCC(NC(=O)C2(C)Cc3ccccc3C(=O)N2Cc2ccc(Cl)cc2)CC1 (stereo not given)

# (more compounds)
KDM5B inhibitor,molecule
4%,Cc1ccc(C)c(NC(c2ccccc2)c2nnc(-c3ccccc3F)o2)c1 (stereo not given)
-28%,COc1ccc(-c2cc(N3CCCC(NC(=O)c4cc(OC)c(OC)c(OC)c4)C3)n[nH]2)cc1 (stereo not given)
12%,CCCNC(=O)C(C)NC(=O)C1CCN(c2nc3ccccc3o2)CC1 (stereo not given)
4%,CCc1ccc(NC(=O)CN2CC(CC)Sc3ccccc32)cc1 (stereo not given)
19%,CCCCCCCCS(=O)CCCO (stereo not given)
-8%,CC(C)C(=O)NC(Nc1ccccc1Cl)(C(F)(F)F)C(F)(F)F
-11%,Fc1ccccc1NC(=S)NC1CC1
-2%,CC(C)C(NC(=O)c1cc(=O)[nH]c2ccc(S(=O)(=O)N3CCOCC3)cc12)c1ccccc1 (stereo not given)
?,CCOC(=O)c1ccccc1NC(=O)c1cc2c(s1)-c1c(C)cccc1OC2
?,CCOC(=O)c1nc(Nc2cc(Cl)ccc2OC)c2ccccc2n1
-6%,O=C(NCCc1ccccc1)C(=O)NCC(c1ccco1)S(=O)(=O)c1cccs1 (stereo not given)
8%,CS(=O)(=O)c1ccc(OCC2(CNC(=O)c3cccc(F)c3)C[C@@H](O)[C@@H](O)C2)cc1 (stereo not given in full)
-22%,CN1CCN([C@H]2CCN(c3ccnc4ccccc34)C[C@H]2CCC(=O)O)CC1
3%,CCc1cccc(C)c1NC(=O)c1ccc2c(c1)CCN2S(=O)(=O)c1ccc(Cl)cc1
?,CCn1cc(-c2ccncc2)cc1C(=O)NCc1cccc(OC)c1
-11%,CCOc1ccc(S(=O)(=O)Nc2ccc(OC)c(Cl)c2)c2cccnc12
-10%,COCCc1nncn1C1CCN(S(=O)(=O)c2cccc(OC)c2)CC1
-14%,CNC(=O)[C@@H]1C[C@H](Oc2cccnc2)CN1S(=O)(=O)c1ccccc1
-5%,Clc1cc(SCc2ccccc2)ccn1
-30%,CC(C)CN1C(=O)c2cccn2CC1C(=O)NCc1cccs1 (stereo not given)
12%,COCCCNC(=O)N1CCCN(S(=O)(=O)c2ccccc2)CCC(=O)NCC1
?,COc1ccc(-c2cc(C(F)(F)F)nc(-n3nc(C(F)(F)F)cc3C)n2)cc1
7%,CCOC(=O)Cc1nnc(NC(=O)C23CC4CC(CC(C4)C2)C3)s1
-12%,COc1ccccc1CNC(=O)c1nn(-c2ccccc2)c(=O)cc1OC
15%,Cc1cccc(-c2cc(=O)c3cc(NC(=O)c4ccccc4C)ccc3o2)c1
-7%,Cc1cccc(NC(=O)N2CCC(CCNC(=O)c3cccs3)CC2)c1
16%,O=C(Nc1nccs1)c1ccc([N+](=O)[O-])cc1
-23%,COc1ccc(-c2ccccc2NC(=O)C2CCCN2C(=O)C2(C)CC2)cc1 (stereo not given)
-6%,CN1CCN(S(=O)(=O)c2ccc(Nc3cccc(Cl)c3)c([N+](=O)[O-])c2)CC1
14%[86.2 µM],CC(c1cccs1)N(C)C(=O)c1cccc(Cl)c1 (stereo not given)

# 3 of the compounds above, bar-delimited:
Compound | KDM5B inhibitor
CCCCCCCCS(=O)CCCO (stereo not given) | 19%
Cc1ccc(C)c(NC(c2ccccc2)c2nnc(-c3ccccc3F)o2)c1 (stereo not given) | 4%
CCOC(=O)c1ccccc1NC(=O)c1cc2c(s1)-c1c(C)cccc1OC2 | ?

# Five records drawn at random from those above:
KDM5B inhibitor,molecule
?,CCOC(=O)c1ccccc1NC(=O)c1cc2c(s1)-c1c(C)cccc1OC2
12%,COCCCNC(=O)N1CCCN(S(=O)(=O)c2ccccc2)CCC(=O)NCC1
7%,CCOC(=O)Cc1nnc(NC(=O)C23CC4CC(CC(C4)C2)C3)s1
-12%,COc1ccccc1CNC(=O)c1nn(-c2ccccc2)c(=O)cc1OC
4%,CCc1ccc(NC(=O)CN2CC(CC)Sc3ccccc32)cc1 (stereo not given)

# Continued.
KDM5B inhibitor,molecule
1%,CN1C[C@@H](CO)[C@H](NC(=O)c2ccccc2)C1
?,CC1CCCN(S(=O)(=O)c2ccc(-c3nc(C#N)c(NCc4ccco4)o3)cc2)C1 (stereo not given)
?,Cc1ccc(CC(=O)NCc2nnc3c(-c4nc(C(C)C)no4)cccn23)cc1
-18%,CS(=O)(=O)Nc1ccc(C2(C(=O)NCc3ccc4c(c3)OCO4)CCCCC2)cc1
21%,O=C1CCN(C(=O)COc2ccc(F)cc2)CCCC(c2nc(-c3cccnc3)no2)CCN1 (stereo not given)
12%,COC(=O)[C@H](NC(=O)[C@@]1(O)C[C@@H](O)[C@H](O)[C@@H](NC(=O)Nc2ccc(C(C)=O)cc2)C1)C(C)C
-7%,O=C(O)CNC1CCCC1
6%[230 µM],C[S+](=O)([O-])N1CC2ON=C(C(=O)O)C2C1 (stereo not given)
-20%,CCc1cccc(NC(=O)COC(=O)Cc2cccc3ccccc23)c1
?,c1ccc2sc(N3CCCN(Cc4cc5n(n4)CCNC5)CC3)nc2c1
?,COc1cccc(CN2Cc3nc(N4CCN(C)CC4)ccc3OCC2=O)c1
-7%,CC(C)c1ccccc1NC(=O)CCn1cnc2c1c(=O)n(C)c(=O)n2C
2%,COc1cc(C2=NOC(C(=O)Nc3ccc(OC(F)(F)F)cc3)C2)cc(OC)c1OC (stereo not given)
-5%,O=C(CCSc1nc(Cl)nc2nc[nH]c12)NCc1ccccc1Cl
?,CCOc1ccc(S(=O)(=O)c2cn(Cc3ccc(C)cc3)c3ccc(OC)cc3c2=O)cc1
16%&14%,Cc1ccccc1NC(=O)CSc1nc2c(c(=O)n(C)c(=O)n2C)n1Cc1ccccc1F
-1%,COCCn1c(=O)[nH]c2cc(C(=O)N3CCN(c4ccc(F)cc4)CC3)ccc2c1=O
29%,CN(Cc1ccc2ccccc2c1)C(=O)c1ccsc1
2%,COc1ccc(CNC(=O)Cc2c(C)c3c(cc(C)c4c(C)coc43)oc2=O)cc1
?,CCOc1ccc(-c2cc3nc(C4CCN(C(=O)OC(C)(C)C)CC4)c(C(=O)Nc4cccc(Cl)c4C)cn3n2)cc1
-9%,CCCn1c2ccccc2c2cnn(CC(=O)NCc3ccc(OC)cc3)c(=O)c21
35µM*,Cc1cn2nc(C(=O)Nc3ccccc3C)cc2c(N2CCSCC2)n1
35µM*,COc1cccc(-c2cnc3n[nH]c(-c4ccccc4)c3n2)c1
37%[activator],Cc1ccc(CNS(=O)(=O)c2cc(C(=O)Nc3cccc(C(F)(F)F)c3)ccc2F)cc1
9%,Cc1noc(-c2cccc(F)c2)c1C(=O)NCCc1ccc(F)cc1
14%,CCC(=O)Nc1ccc(OCc2cc(=O)n3cccc(C)c3n2)cc1

# Screening results: PubChem BioAssay, National Center for Advancing Translational Sciences (NCATS)
